PV pol inh: poliovirus RdRp elongation inhibitors, primary screen, biochemical, fluorescence polarization, total intensity | % elongation, % (compound at 16.7 µg/mL) | AID 588519, 2011 | Genome polyprotein (Poliovirus type 1 (strain Mahoney)), P03300 | poliovirus polymerase elongation; active compounds read low | 150,000 tested, 0.66% active; in the data active = % elongation below about 90%; note: some results filed as inactive read as strong as hits
Target sequence (P03300 1749-2209 limits assumed): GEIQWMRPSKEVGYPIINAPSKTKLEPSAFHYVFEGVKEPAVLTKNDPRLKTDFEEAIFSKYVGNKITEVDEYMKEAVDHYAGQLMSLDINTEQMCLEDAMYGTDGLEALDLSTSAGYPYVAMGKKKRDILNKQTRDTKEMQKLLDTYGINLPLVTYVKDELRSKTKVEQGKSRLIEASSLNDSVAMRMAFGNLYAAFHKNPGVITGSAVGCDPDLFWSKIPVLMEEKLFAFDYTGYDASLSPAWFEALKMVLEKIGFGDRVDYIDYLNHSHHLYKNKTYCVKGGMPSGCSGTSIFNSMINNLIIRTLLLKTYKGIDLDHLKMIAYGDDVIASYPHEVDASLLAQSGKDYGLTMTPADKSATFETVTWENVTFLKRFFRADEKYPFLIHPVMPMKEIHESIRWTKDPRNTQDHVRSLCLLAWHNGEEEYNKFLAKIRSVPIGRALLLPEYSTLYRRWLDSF
PV pol inh FP z-score: second read-out of PV pol inh, no call of its own (marks repeat the call); z-score; measured here: FP z-score; hits read low
Active calls of the source: *; & = joins results of further samples. These rows are one share of the data (hit frequency here may not be typical).

SMILES | PV pol inh | PV pol inh FP z-score
Cc1csc(C(C#N)C(=O)CSc2nnc(Nc3cccc(F)c3)s2)n1 (stereo unspecified) | 109.0 | -0.1
CSc1ccccc1NC(=O)C1CC1C (stereo unspecified) | 96.0 | -0.6
COc1ccc(OCC(=O)NCC(=O)O)cc1 | 105.0 | 0
COC(=O)CN1CC(=O)NC(=O)C1 | 108.0 | 0.8
CC1CCCC/C1=N\NC(N)=O (stereo unspecified) | 105.0 | 0.2
Cc1cc2c(cc1S(=O)(=O)N1CCC(C)CC1)OCC(=O)N2 | 100.0 | -1.3
CCOc1ccc(CN(C2CC2)S(=O)(=O)c2ccc(S(=O)(=O)N(C)C)cc2)cc1 | 104.0 | 1.3
Cc1ccc(NC(=S)Nc2cc(C(=O)N3CCC4(CC3)OCCO4)ccc2N2CC3CC(C2)c2cccc(=O)n2C3)cc1 (stereo unspecified) | 103.0 | 0.8
FC(F)(F)c1cc(Br)cc(Br)c1 | 107.0 | 0.6
Cc1cc(NC(=O)c2cc(-c3cccc(O)c3)on2)no1 | 103.0 | 0.4
CN(C)/N=C(\NO)c1c(F)cccc1Cl | 107.0 | 0.7
CC(CCc1ccccc1)NC(=O)CN1CC(C)OC(C)C1 (stereo unspecified) | 103.0 | 0.1
Cc1ccc(NC(=O)C2CCCN(S(=O)(=O)c3ccc4c(c3)CC(C)N4C(=O)C3CC3)C2)nc1 (stereo unspecified) | 101.0 | -0.2
O=C1CCC(C(=O)OCc2nnc(-c3ccccc3)o2)=NN1 | 105.0 | 0.2
CN(C)S(=O)(=O)c1ccc(C(=O)N2CCCCCCC2)cc1 | 101.0 | 0
Cc1ccc(C(=O)COC(=O)C(CC(C)C)NC(=O)C2CCC(C)CC2)cc1 (stereo unspecified) | 110.0 | -0.2
O=C(COC(=O)c1ccc2c(=O)n3c(nc2c1)CCCCC3)Nc1ccc2c(c1)OCCO2 | 104.0 | 0.1
COc1ccccc1CNC(=O)c1cc2c(=O)n(Cc3cccs3)ccc2nc1C | 105.0 | -0.1
Cc1nc(N2CCOCC2)c2c(C(=O)NCc3ccc(Cl)cc3)c(C)oc2n1 | 110.0 | 0.3
COc1ccc(C(=O)N2CCc3ccccc32)cc1OC | 99.0 | -0.9
CCCCNC(=O)C1CCC(CNS(=O)(=O)c2ccccc2)CC1 (stereo unspecified) | 100.0 | -0.1
N#CCc1c(C#N)c(N)nc(N2CCN(Cc3ccc4c(c3)OCO4)CC2)c1C#N | 111.0 | 0.9
NCC(c1ccco1)N1CCOCC1 (stereo unspecified) | 102.0 | 0.2
Cc1nc(-n2nc(C)c(CCC(C)C)c2C)sc1C(=O)Nc1ccc(Cl)cc1 | 106.0 | 0.3
Nc1ncnc2c1ncn2CCNCc1ccc2c(c1)OCO2 | 102.0 | 0.1
COc1ccc(S(=O)(=O)Nc2c(C)n(C)n(-c3ccccc3)c2=O)cc1Br | 107.0 | 0.3
CCCOc1nc(N)c(C#N)c(-c2ccccc2F)c1C#N | 103.0 | 0.6
S=c1[nH]c2c(s1)sc1ccccc12 | 102.0 | 0.2
CCCC(C)C(=O)Nc1nnc(C)s1 (stereo unspecified) | 107.0 | 0.5
Cc1ccc(NC(=O)Cn2nc(C(F)(F)F)c3c2CCCC3)cc1 | 103.0 | -0.2
O=C(c1ccccc1)N1CCN(c2cccc(Cl)c2)CC1 | 100.0 | -0.3
CN1CCN(NC(=O)Cc2ccccc2Cl)CC1 | 102.0 | 0.7
N#Cc1cc(Cc2ccc(N)c(C#N)c2)ccc1N | 106.0 | 0.3
Cc1ccc(S(=O)(=O)NCc2csc(-c3ccccc3)n2)c(C)c1 | 104.0 | 0.8
O=C(O)c1ccc(-n2cnc3ccccc3c2=O)cc1 | 101.0 | -0.3
COc1ccc(NC(=O)c2c[nH]c(=O)[nH]c2=O)cc1 | 104.0 | 0.2
Cc1ccc(S(=O)(=O)N2CCCc3cc(NC(=O)c4ccc(Cl)cc4)ccc32)cc1 | 109.0 | 0.6
N#CSc1ccc(NCCO)cc1C(F)(F)F | 103.0 | 0.7
O=c1oc2c3c(ccc2c2c1CCC2)OCN(c1ccccc1)C3 | 103.0 | 0.4
CCOC(=O)c1cc2occc2n1CCc1ccccc1 | 102.0 | 0
CCOc1ccc(C(=O)Nc2ccc(-c3nc4ccccc4s3)c(C)c2)cc1OCC | 107.0 | 0.1
C=CCN1C(=O)/C(=C\c2ccccc2)SC1=S | 102.0 | 0.2
COc1ccccc1CNC(=O)C1CCN(c2nc3ccc(C)cc3[nH]2)CC1 | 108.0 | 0.3
Cc1ccccc1Nc1ncccc1C(=O)N1CCOCC1 | 103.0 | 0.3
O=C1CN(c2ccccc2F)C(=O)CN1/N=C/c1cccs1 | 102.0 | 0.1
CCN1C(=O)/C(=C2\SC(=S)N(N)C2=O)c2ccccc21 | 101.0 | 0.3
COc1cccc(CNC(=O)CCc2nnc3n(C)c(=O)c4sccc4n23)c1 | 99.0 | -1.9
CN(CC1COc2ccccc2O1)c1nnnn1-c1ccccc1 (stereo unspecified) | 98.0 | -0.6
Nn1c(SCC(=O)NC(=O)NC2CCCC2)nnc1SCC(=O)NC(=O)NC1CCCC1 | 109.0 | 0
NC(=S)Sc1nncn1C(=O)c1ccc(=O)[nH]n1 | 103.0 | -0.2

An excerpt from the list above, as a working copy:
SMILES | PV pol inh | PV pol inh FP z-score
FC(F)(F)c1cc(Br)cc(Br)c1 | 107.0 | 0.6
Cc1cc(NC(=O)c2cc(-c3cccc(O)c3)on2)no1 | 103.0 | 0.4
CN(C)/N=C(\NO)c1c(F)cccc1Cl | 107.0 | 0.7
CC(CCc1ccccc1)NC(=O)CN1CC(C)OC(C)C1 (stereo unspecified) | 103.0 | 0.1
Cc1ccc(NC(=O)C2CCCN(S(=O)(=O)c3ccc4c(c3)CC(C)N4C(=O)C3CC3)C2)nc1 (stereo unspecified) | 101.0 | -0.2
O=C1CCC(C(=O)OCc2nnc(-c3ccccc3)o2)=NN1 | 105.0 | 0.2

New compounds follow.
SMILES | PV pol inh | PV pol inh FP z-score
CCOC(=O)c1ccc(-n2c(-c3ccc(C)cc3)c(C)n3c4c(=O)n(C)c(=O)n(C)c4nc23)cc1 | 105.0 | 0.1
CCOc1ccc(NC(=O)c2c(N)sc3c2CCC3)cc1 | 104.0 | 0.3
O=c1[nH]ncc2c1[nH]c1ccccc12 | 99.0 | -1
COc1ccc(CCn2c(=O)c3cccnc3n(CC(=O)Nc3ccc(C)c(F)c3)c2=O)cc1OC | 110.0 | 2
O=S1(=O)c2cccc3cccc(c23)N1CC1CN(Cc2ccccc2)CCO1 (stereo unspecified) | 102.0 | -0.1
CCOC(=O)c1c[nH]c2c(ccc3ccccc32)c1=O | 102.0 | 0.1
CC(NS(=O)(=O)c1ccc(N)cc1)C1CC2CCC1C2 (stereo unspecified) | 106.0 | 0.4
CCC(C)C(=O)O[C@H]1[C@H](O)C2C(CN3CC(C)CCC3[C@@]2(C)O)C2C[C@]34O[C@]5(O)C(OC(=O)C(C)(O)C(C)O)CC[C@@]3(C)C5C(OC(C)=O)[C@@H](OC(C)=O)C4[C@@]21O (stereo partly specified) | 99.0 | -0.1
CCC(=O)Nc1ccc(Cl)cn1 | 104.0 | 0.7
CSCCSc1nc(-c2cccs2)c(-c2cccs2)[nH]1 | 103.0 | 0.1
Clc1ccccc1Cn1c(-c2cccs2)nc2ccccc21 | 106.0 | 0.6
CCc1ccc(S(=O)(=O)NCc2nc3cccnc3n2Cc2cccc(OC)c2)cc1 | 109.0 | 0.4
C=CCOc1c(Cl)cc(/C=N\n2nnnc2N)cc1OC | 100.0 | -0.3
O=C(CCNC(=O)c1ccccc1)Oc1ccc2c(c1)OCO2 | 100.0 | -0.6
O=C(Cn1ncc2c3ccccc3n(Cc3ccccc3)c2c1=O)NCc1cccs1 | 112.0 | 0.4
CCOC(=O)c1sc(COc2ccc(C3SCCS3)cc2)nc1C | 104.0 | 0.1
CS(=O)(=O)Nc1nnc(CSc2ccccc2)s1 | 102.0 | 0.1
CCOCCCNc1ccc2nc3ccc(C)cc3c(=O)n2n1 | 104.0 | 0.8
Nc1ccc2nc(N3CCOCC3)sc2c1 | 105.0 | 0.3
CCCn1c(C)cc(-c2csc(NC(=O)Cc3ccc(OC)cc3)n2)c1C | 111.0 | 1.5
N/C(=N\OC(=O)Oc1ccccc1)c1ccccn1 | 101.0 | -0.1
Cc1cccc(NC(=O)C(=O)NCC(c2cccnc2)N2CCOCC2)c1 (stereo unspecified) | 112.0 | 0.9
CCOC(=O)C1(NC(=S)N2CCOCC2)Sc2cc(C)ccc2NC1=O (stereo unspecified) | 100.0 | -0.4
Cc1c(C(=O)Nc2ccc(F)cc2)oc2ccc(S(=O)(=O)N3CCCCCC3)cc12 | 100.0 | -1.5
CC(C)(C)C1CCc2c(sc(NC(=O)CCC(=O)O)c2C(=O)Nc2ccccc2C(F)(F)F)C1 (stereo unspecified) | 101.0 | -1.1
Cc1nc(SCC(=O)c2c[nH]c3ccccc23)n[nH]1 | 100.0 | -0.2
COc1ccc(Nc2ncc(C(=O)N3CCN(c4ccc(OC)cc4)CC3)c3ccccc23)cc1 | 107.0 | 0.7
Nc1ccc(C(=O)Nc2ccc(C(=O)O)cc2N)cc1 | 101.0 | -0.1
CC(C)Cn1cc(C(=O)NCc2ccco2)c2c3ccccc3n(C)c2c1=O | 103.0 | 0.8
O=C(CSc1nc2ccccc2c2nc(-c3ccccc3)nn12)Nc1ccc(F)cc1 | 103.0 | 0.1

Structural class: those above containing a COOH group (four)
SMILES | PV pol inh | PV pol inh FP z-score
COc1ccc(OCC(=O)NCC(=O)O)cc1 | 105.0 | 0
O=C(O)c1ccc(-n2cnc3ccccc3c2=O)cc1 | 101.0 | -0.3
CC(C)(C)C1CCc2c(sc(NC(=O)CCC(=O)O)c2C(=O)Nc2ccccc2C(F)(F)F)C1 (stereo unspecified) | 101.0 | -1.1
Nc1ccc(C(=O)Nc2ccc(C(=O)O)cc2N)cc1 | 101.0 | -0.1

Following part.
SMILES | PV pol inh | PV pol inh FP z-score
COc1cccc(C(=O)COC(=O)c2cc(-c3cccs3)nc3ccccc23)c1 | 105.0 | 0
O=C(NCc1ccccc1)c1ccc2ncccc2c1 | 100.0 | -0.2
CSc1ccccc1NC(=O)CN1c2ccccc2CC1C (stereo unspecified) | 97.0 | -0.2
Cc1cc(C)n(-c2ccc(-n3cccc3)cc2)n1 | 97.0 | -0.9
CN(C(=O)CSc1nc2ccc(NC(=O)COc3ccccc3)cc2s1)c1ccccc1 | 104.0 | -0.7
Nc1ncc(N=Nc2cc(C(=O)O)cc(C(=O)O)c2)s1 | 82.0* | -2.1*
Cc1cccc(C)c1NC(=O)c1oc2ccc3c(c2c1C)C(=O)CC(C)(C)O3 | 103.0 | -0.8
Cc1ccc(N/C(=N/C(N)=S)c2ccccc2)cc1 | 101.0 | -0.1
CCC(C)n1nccc1NC(=O)C(C)Sc1ccccc1F (stereo unspecified) | 105.0 | 0.2
CC(C)N(CC(N)=O)c1nc(-c2cccnc2)nc2ccccc12 | 102.0 | -0.1
C[n+]1ccccc1/C=N/O | 103.0&100.0 | 0.4&0.2
FC(F)(F)c1cccc(N2Cc3ccccc3C2)c1 | 102.0 | -0.1
COc1ccc(-c2cc(C(=O)NCc3ccccc3)c3c(-c4ccccc4)[nH]nc3n2)cc1 | 103.0 | -0.2
Cc1cc2ccccc2c(=O)n1CC(=O)NCCC1=CCCCC1 | 103.0 | 1.6
O=C(O)CN1C(=O)CSc2ccccc21 | 102.0 | -0.1
Cc1ccc(C2=NN(CC(=O)NCCCN(CC(C)C)CC(C)C)C(=O)CC2)cc1 | 114.0 | 0.8
Cc1cccc(C)c1NC(=O)C1c2cccc[n+]2CC(=O)N1CCO (stereo unspecified) | 102.0 | 0.4
COc1ccccc1CNCCSc1nnnn1C | 105.0 | 0
FC(F)(F)Oc1ccc(N=Cc2ccc(Br)cc2)cc1 | 106.0 | 0.3
CC(C)(C)OCC(O)CN1CCN(C(=O)c2ccccc2)CC1 (stereo unspecified) | 101.0 | -0.2

Profiles, quoted from the list. Order of screens: PV pol inh, PV pol inh FP z-score
CN(CC1COc2ccccc2O1)c1nnnn1-c1ccccc1 (stereo unspecified) is entered as 98.0, -0.6
COc1cccc(C(=O)COC(=O)c2cc(-c3cccs3)nc3ccccc23)c1 is entered as 105.0, 0

Further compounds follow.
SMILES | PV pol inh | PV pol inh FP z-score
COC(=O)CCC(=O)N1CCOCCOCCOCC1 | 102.0 | 0.5
CS/C(=N\S(=O)(=O)c1ccc(C)cc1)N1CCCCCC1 | 102.0 | -0.2
CN1CCc2c(sc(-n3cccc3)c2CNC(=O)NCc2ccccc2)C1 | 105.0 | 1.4
O=C(NCCC1=CCCCC1)c1ccc2c(c1)N(Cc1ccc(F)cc1)C(=O)c1ccccc1S2(=O)=O | 101.0 | -1.1
CCOP(=O)(/C(C#N)=C(\C)O)c1ccccc1 (stereo unspecified) | 103.0 | 0
CN1CCN(C(c2ccccc2Cl)c2sc3nc(-c4ccco4)nn3c2O)CC1 (stereo unspecified) | 105.0 | -0.2
COC(=O)C1=C(Nc2ccccc2NC(=O)c2ccccc2C(=O)O)CSC1 | 105.0 | 0.5
COc1cccc(-c2ocnc2C(=O)Nc2ccc(N3Cc4ccccc4C3)cc2)c1 | 106.0 | 1.5
CC(C)C(=O)Nc1ccccc1C(=O)OCc1cc(=O)n2nc(C3CC3)sc2n1 | 114.0 | 1.8
Cc1csc2c(N3CCN(C(=O)c4ccc(Cl)cc4)CC3)ncnc12 | 100.0 | -0.5
COc1ccc2c(c1)c(N1CCCC1=O)c(C(=O)Nc1ccccc1C(F)(F)F)n2C | 112.0 | 1
COC(=O)c1cccc(NC(=O)CSc2ncccn2)c1 | 98.0 | -1.6
CCOC(=O)c1cnc2ccccc2c1NCCc1ccc(OC)c(OC)c1 | 103.0 | -0.5
CCCCC1CCC(C(=O)Nc2nonc2-c2ccc(OCC)c(OCC)c2)CC1 (stereo unspecified) | 102.0 | 0.1
COc1ccc(CCCc2nnc(SCC(=O)Nc3cccc(C)c3)o2)cc1C | 107.0 | 0.5
Cc1ccccc1Cn1c(=O)n(Cc2ccc3c(c2)OCO3)c(=O)c2oc3ccccc3c21 | 112.0 | 1.2
CC(=O)NC(C(=O)N1CCN(S(=O)(=O)c2ccc(C)cc2)CC1)C(C)C (stereo unspecified) | 102.0 | 0

Source: PubChem (ICCB-Longwood Screening Facility, Harvard Medical School)
